From PubChem
NCOA1 inh = human NCOA1 inhibition; actives 0.12% (n = 360,000); Q15788; HEK293 GAL4-SRC1 luciferase reporter, luminescence; AID 588354; inhibition, % at 3.6 µM;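 active = inhibition above the campaign mean plus 3 SD, with each screening campaign given its own cutoff, cut at about 60% in these data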;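 also: 0% = DMSO treated cells and 100% = gossypol at 36 µM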
NR5A2 inv ag = NR5A2 inverse agonism in reporter assay. HEK293T StAR-luciferase reporter, LRH-1 transfected, 24 h. inhibition, % at 3.6 µM. actives 0.13% (n = 360,000). O00482;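 active = inhibition above the mean inhibition of all tested compounds plus 3 SD, cut at about 73% in these data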;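 also: 0% = DMSO wells and 100% = reporter-only cells lacking LRH-1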
TROY NFkB inh = blocks TROY-dependent signaling in reporter cells | Q293 LMP1-TROYcd NF-kB luciferase reporter, 4 h | actives 0.98% (n = 360,000) | AID 1347056 | inhibition, % at 10 µM;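 active = compounds whose plate-normalised and pattern-corrected inhibition of the luciferase reporter signal at the single screening dose is 50% or more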
TWEAK-Fn14 inh = inhibitors of TWEAK-Fn14 interaction signaling | TWEAK-stimulated Fn14 reporter cells, luciferase luminescence, 8 h | inhibition, % at 10 µM | actives 2% (n = 360,000) | AID 1159606; in the data active = inhibition above about 50%
C8 TRAIL sens = caspase-8 TRAIL sensitization | NB7+C8 cells + TRAIL, ATPlite viability luminescence | actives 1% (n = 360,000) | inhibition (viability loss, TRAIL sensitization), % at 10 µM;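 active = compounds causing at least 50% loss of cell viability in the single-dose screen, relative to plate controls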
Shn3 inh set2 = Schnurri-3 reporter inhibition in Clone20 osteoblasts; Clone20 osteoblast Shn3 3'UTR firefly luciferase, 24 h; actives 0.52% (n = 360,000); inhibition, % at 12.5 µM; AID 588674;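 active = mean inhibition of at least 75% with every replicate also reaching 75%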;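 also: 0% = median of neutral control wells and 100% = pilot-screen positive control compound; some compounds past the cut are filed as inactive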
SRC3 inh = inhibitors of human steroid receptor coactivator 3 (SRC3) | actives 0.17% (n = 360,000) | AID 588352 | HEK293 GAL4-SRC3 luciferase reporter, luminescence | inhibition, % at 3.6 µM | Q9Y6Q9;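 active = inhibition above a per-campaign cutoff, the mean of all compounds plus 3 SD, cut at about 60% in these data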;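 also: 0% = DMSO-treated cells and 100% = gossypol-treated cells at 36 µM; higher means less SRC3-driven luciferase light from the GAL4 reporter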
CF NFkB block = inhibitors of cystic fibrosis induced NF-kB | KKLEB NF-kB-GFP reporter, PAF-induced, GFP fluorescence overnight | inhibition, % at 5 µM | actives 0.86% (n = 360,000) | AID 588850;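 active = at least 50% inhibition at 5 µM, scaled per plate between neutral and stimulator controls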;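 also: PAF is a Pseudomonas aeruginosa culture filtrate used as stimulus; plate controls were PAF-stimulated DMSO wells for no effect and unstimulated DMSO wells for full effect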
NR2F2 inh = blocks human COUP-TFII nuclear receptor; inhibition, % at 8.6 µM; actives 0.7% (n = 370,000); AID 686940; HEK293T NGFI-A luciferase reporter, luminescence;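 active = inhibition above a per-plate cutoff, mean inhibition of test wells between control levels plus 3 SD, cut at about 38% in these data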;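 also: cells cotransfected with COUP-TFII expression vector driving the NGFI-A reporter; 0% = median of COUP-TF2 test wells and 100% = reporter-only cells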
KKLEB tox = counter-screen for CF NF-kB inhibitors: cytotoxicity | KKLEB CF airway cells viability, ATPlite luminescence, overnight; stronger effect = lower value; cells stimulated with P. aeruginosa culture filtrate | activity change (cytotoxicity), % at 5 µM | actives 0.36% (n = 360,000) | AID 602141;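 active = corrected activity change at or below -50% at 5 µM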
EBV LMP1 NFkB = Epstein-Barr LMP1 NF-kappaB reporter inhibition; LMP1-induced NF-kappaB luciferase reporter cells, luminescence; inhibition, % at 12.5 µM; actives 0.69% (n = 350,000); in the data active = inhibition above about 41%;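 also: 0% = neutral control wells and 100% = reference inhibitor control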
An asterisk follows results filed as active; . = no result given. These rows are one share of the data; count on the stated rates, not on these rows.

Fields – NCOA1 inh	NR5A2 inv ag	TROY NFkB inh	TWEAK-Fn14 inh	C8 TRAIL sens	Shn3 inh set2	SRC3 inh	CF NFkB block	NR2F2 inh	KKLEB tox	EBV LMP1 NFkB
#1 Cc1ccc2nc(-c3ccccc3)oc(=O)c2c1
    -17.9	-27.0	-13.2	107.8*	-7.7	-21.3	-5.7	-2.6	1.0	-0.4	-2.0
#2 CCO[C@H]1OC(C(=O)N2CCOCC2)=C[C@@H](c2ccc(Br)cc2)[C@@H]1CCCO
    -4.3	-23.7	-18.5	0.7	-4.6	17.2	20.1	12.6	6.2	-20.8	0.3
#3 COc1ccc(CC2(CO)CCN(Cc3cnn(-c4ccc(F)cc4)c3)CC2)cc1
    -6.1	8.7	8.8	10.1	8.5	.	22.4	-6.2	18.0	-5.4	2.9
#4 COc1ccc2cc(S(=O)(=O)N3CCCCC3)ccc2c1S(=O)(=O)N1CCCCC1
    5.4	7.3	12.6	43.1	-1.0	41.6	8.1	-14.0	5.7	7.4	11.3
#5 CC1CCCC(NC(=O)C2CCN(S(=O)(=O)c3cnc[nH]3)CC2)C1C (stereo unspecified)
    23.6	0.3	1.8	3.9	7.8	-1.7	-32.8	8.5	-14.4	-10.1	-2.4
#6 CN(CC(=O)Nc1cccc(F)c1)C(=O)c1ccc(-c2cccc(C(F)(F)F)c2)o1
    -21.1	-5.4	-4.9	-16.4	-4.8	27.2	-1.8	-9.7	19.8	6.3	2.1
#7 CCOC(=O)c1c(S(=O)(=O)NCC(=O)N2CCN(c3cccc(OC)c3)CC2)c(C)n(C)c1C
    -11.1	-15.0	-0.3	5.2	-5.5	-9.2	-0.3	0.7	11.5	3.4	-1.6
#8 Cc1ccc(-n2ncc3c(SCc4ccccc4)ncnc32)cc1
    -74.3	-148.4	-70.2	-17.1	16.7	-106.4	-72.6	8.5	-32.7	4.4	5.4
#9 Nc1nc(NCCO)nc(NCc2ccccc2)c1[N+](=O)[O-]
    -3.0	2.8	10.8	-2.5	-9.7	0.0	-10.9	2.6	.	4.5	5.4
#10 O=C(CNC(=O)c1ccccc1F)NCCc1ccccc1F
    -49.3	-17.5	-14.9	-6.3	-8.4	-44.5	-18.3	12.1	-20.7	-27.3	-8.1
#11 O=C1C=C(NCCc2ccccc2)C2(CCCCC2)O1
    -6.1	45.8	9.6	6.8	-2.0	9.0	20.0	-9.9	11.7	5.0	-1.5
#12 Cc1ccc(CNC(=O)CC2(CC3=NS(=O)(=O)c4ccccc4N3)CCCC2)cc1
    0.3	6.6	12.2	20.9	-1.8	14.9	-5.2	16.0	24.4	4.1	0.3
#13 CCCNC(=O)CSc1ccc(S(=O)(=O)N(C)C2CCCCC2)cn1
    4.2	4.7	3.1	-3.3	5.7	2.4	8.4	-0.8	7.5	-4.9	-1.6
#14 CCOc1ccc(NS(=O)(=O)c2ccc(Cl)c(N=Nc3c(O)[nH]c(=S)[nH]c3=O)c2)cc1Br
    -8.9	-6.0	38.6	-4.9	6.6	1.5	-5.2	-15.0	-7.6	-3.7	1.1
#15 CCCCN(C(=O)c1cccc(-n2cccc2)c1)c1c(N)n(CCCC)c(=O)[nH]c1=O
    7.6	2.3	0.4	5.8	9.2	-15.7	-8.8	4.4	0.0	0.6	1.0
#16 CCOC(=O)NC1=NCC(C)(C)S1
    -19.9	-14.7	-19.1	0.6	12.9	-11.8	-6.5	12.6	-1.6	6.9	7.4
#17 CSCCC(NS(=O)(=O)c1ccc(F)cc1)C(=O)NCc1ccc(S(N)(=O)=O)cc1 (stereo unspecified)
    -25.5	-10.8	-3.5	3.9	-2.5	8.9	-23.4	-3.2	-2.2	-1.2	4.9
#18 O=C(OCCN=C1NS(=O)(=O)c2ccccc21)C1CC(=O)N(c2ccc(Cl)cc2)C1 (stereo unspecified)
    3.0	-6.1	-2.1	-5.1	3.7	1.6	8.8	2.0	11.2	-8.2	4.1
#19 Cc1ccc(-c2cnn(-c3cccc([N+](=O)[O-])c3)c2N)cc1
    -125.1	-94.7	-71.2	-2.7	13.7	-116.5	-67.7	-0.6	-35.5	-18.2	-11.2
#20 Cc1c(O)ccc2c(CN(C)Cc3ccccc3)cc(=O)oc12
    6.1	3.2	22.7	13.1	20.3	25.0	19.7	29.4	13.8	15.9	9.6
#21 CCOc1cc(/C=N\NC(=O)Cn2nnc3ccccc32)ccc1O
    -7.6	20.0	8.2	-12.6	9.8	14.2	16.8	-5.6	-1.2	17.9	-3.6
#22 Cc1cccc(C)c1NC(=O)CSc1nnc(CCCCCNC(=O)OC(C)(C)C)o1
    -8.5	-13.5	5.8	-5.5	6.0	13.4	2.1	-12.5	18.1	-1.1	5.3
#23 Cc1cccc(N/C=C/C(=O)c2ccc(Cl)cc2)c1
    -110.7	-106.2	-23.4	13.3	33.1	-73.8	-112.4	-2.0	-66.9	-15.0	-20.5
#24 O=C1/C(=C/c2ccncc2)SC(=S)N1Nc1ccccc1
    -30.7	-11.4	2.4	20.9	-14.0	1.9	6.1	-17.8	-19.9	-1.3	.
#25 CC1(O)c2ccccc2C(=O)N1CCc1ccccc1F (stereo unspecified)
    -85.6	-118.8	-48.5	-14.4	3.6	-79.3	-80.5	3.8	-42.4	-0.4	-12.7
#26 COc1ccc2nc(NC(=O)CCN3C(=S)NC(C)(C)CC3C)sc2c1 (stereo unspecified)
    9.1	-12.6	-3.0	-18.3	0.0	-2.4	10.7	-13.9	-14.1	12.2	-23.5
#27 CCOc1ccc2nc3c(cc2c1)CN(CCOC)C(=NC)S3
    -4.3	2.5	-35.7	-19.8	0.4	-2.8	-21.9	6.8	-19.9	3.0	-3.4
#28 Nc1nonc1-n1nnc(C(=O)N/N=C/c2ccoc2)c1CSc1ccc(Cl)cc1
    12.2	-18.9	6.8	-18.0	-10.8	15.9	3.0	-2.3	0.0	20.1	-3.5
#29 Cc1nnc2ccc(N3CCN(c4ccccn4)CC3)nn12
    -5.8	-10.5	3.2	7.9	-14.1	-10.0	-13.7	-47.4	-30.3	12.8	8.0
#30 Cc1ccc(CNC(=O)C2(S(=O)(=O)c3ccccc3)CC=CC2)cc1
    -59.6	-74.8	-69.4	-15.8	0.8	-185.9	-65.9	8.5	.	-3.4	-28.1
#31 COCCn1c(SCC(=O)NCC2CCCO2)nc2c(c1=O)SCC2 (stereo unspecified)
    0.0	-22.1	-10.2	10.2	-6.3	-0.6	9.2	-10.8	-9.3	8.0	2.6
#32 COc1ccc(CCNC(=O)CSc2nc3sc(C(=O)O)c(C)c3c(=O)[nH]2)cc1OC
    7.4	35.1	20.3	14.9	-12.5	-6.4	7.9	-6.8	-11.2	4.8	-8.8
#33 CC(C)NC(=O)c1cccc2c1-c1ccccc1C2=O
    -39.6	14.9	-4.5	-6.5	1.7	19.4	0.4	-3.2	-9.5	0.9	-8.7
#34 COC(=O)c1cc2occc2n1Cc1nc(-c2ccc(Cl)cc2)oc1C
    -22.8	8.7	3.7	-7.0	15.3	5.8	-14.7	8.6	2.6	0.9	-12.2
#35 CC(C)(C)NC(=O)C1CN(S(=O)(=O)c2ccccc2)CCN1S(=O)(=O)c1ccccc1 (stereo unspecified)
    5.8	3.3	24.5	-4.2	-15.5	-18.7	20.6	-11.6	8.9	-9.5	8.1
#36 CCCCc1ccc(NC(=O)N[C@@H](CC(C)C)C(=O)O)cc1
    11.5	-3.2	-8.8	-17.9	-3.7	-1.6	2.1	-5.8	-1.5	1.5	2.6
#37 Cc1ccc(N=Cc2sc(O)c3ccccc23)cc1
    -209.1	-29.4	-18.6	-13.2	-5.9	-188.0	-59.1	-3.9	-44.5	1.4	-101.8
#38 CCOc1ccc(N(CC(=O)NCCSCc2ccccc2)S(C)(=O)=O)cc1
    -6.9	-7.5	2.5	-8.7	-7.5	11.5	-9.4	-0.1	15.4	24.0	0.4
#39 CCNC(=O)C12CCC(C)(C(=O)O1)C2(C)C (stereo unspecified)
    11.7	12.8	-9.3	33.9	12.0	-2.7	13.3	-4.2	0.3	-1.0	-0.8
#40 O=C(Nc1nc(-c2ccc(Cl)cc2)cs1)NC1CCCCC1
    5.9	-29.1	58.1*	68.0*	20.3	14.2	0.3	15.4	-4.3	-19.9	-11.1
#41 CS(=O)(=O)N1Cc2ccccc2CC1C(=O)OCC(=O)NCCc1ccc(S(N)(=O)=O)cc1 (stereo unspecified)
    -11.8	-14.0	6.4	11.6	6.7	-2.2	-3.2	11.4	-7.2	-2.6	5.5
#42 CCn1c(COc2cccc3ccccc23)nnc1SCC(=O)OC1CCCCC1
    -6.7	-12.0	9.1	-5.5	-10.4	-1.5	-17.0	17.2	-3.0	-6.3	1.6
#43 Cc1cc(C(=O)Cn2nc(C(=O)O)c3ccccc3c2=O)c(C)n1-c1ccc(OC(F)F)cc1
    5.6	3.9	15.6	15.7	-4.5	-0.3	18.8	8.0	12.1	-13.7	14.1
#44 CN1CCN(CCCN(Cc2cccs2)C(=S)Nc2ccc(Cl)cc2)CC1
    9.9	-1.2	-4.0	1.1	-12.5	13.3	26.1	-19.8	-0.7	-9.9	-4.7
#45 COc1ccc(C(=O)N2CCC(C(=O)O)CC2)c2ccccc12
    -102.1	7.7	-2.7	42.4	-22.5	-4.1	0.0	9.4	7.0	5.2	0.4
#46 CS(=O)(=O)Nc1ccc(-c2ccc3nccn3c2)cc1
    -6.1	1.7	11.3	-5.6	25.0	-4.4	8.9	17.4	-0.8	-6.5	.
#47 CC(C)c1ccc(NC2CCCN(C(=O)c3cccs3)C2)cc1 (stereo unspecified)
    11.8	-5.9	-13.6	-23.8	13.3	19.5	-19.6	7.5	12.4	6.4	-1.6
#48 O=C(c1cnccn1)N1CCN(S(=O)(=O)c2ccc3ccccc3c2)CC1
    10.4	-8.0	6.5	23.9	3.3	16.4	5.1	-6.6	8.8	1.5	4.0
#49 COc1ccc2c(c1)nc(SCC(=O)c1ccc(Br)s1)n2C
    -12.6	-0.1	1.5	6.3	-22.8	16.4	-2.9	-2.5	-1.1	12.1	-6.2
#50 CCCCCCCCNC(=O)c1cnccn1
    -19.6	4.8	-4.4	-11.9	6.3	11.6	13.2	23.7	1.4	-16.2	2.0
#51 COc1ccc(C(=S)N(C)C)cc1OC
    6.1	-16.5	0.6	-19.4	7.6	4.4	-30.5	-8.2	1.8	-10.4	9.6
#52 O=C(CSc1ccc(Cl)cc1)NNC(=O)c1cccnc1
    7.6	1.1	2.3	18.8	-9.2	-19.1	-6.9	-14.9	-1.6	-4.1	4.9
#53 O=C(Nc1ccc(NC(=O)c2cccs2)cc1)c1ccc2c(c1)OCCO2
    1.6	8.3	-6.7	-46.6	3.5	21.0	13.2	10.4	14.3	-0.2	9.4
#54 COc1ccc(N(C(=O)CNS(=O)(=O)c2ccccc2)C(C(=O)NCc2ccco2)C(C)C)cc1 (stereo unspecified)
    14.7	9.3	12.2	9.5	9.3	-0.6	16.2	-9.8	1.3	3.1	-5.3
#55 COc1ccccc1CNC(=O)C1CCN(S(=O)(=O)c2ccc3c(c2)C(C)(C)C(=O)N3C)CC1
    -6.6	-2.4	-2.7	-8.4	10.6	9.0	-4.5	-13.3	-6.5	6.8	-3.3
